IL2 activator: IL-2 activation; IL-2 activation reporter assay, cell-based qHTS; stimulated with anti-CD3/CD4/CD28 beads; in transgenic mouse T cells; activation, % (series mostly up to about 46 µM); 360,000 compounds, 0.065% hits; in the data active = activation above about 50%; inconclusive = mostly about 30% to 49%; also: 0% is about no effect
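Quantitative HTS in unstimulated transgenic mouse T cells, with memory T cells as non-tolerant control and PMA/ionomycin as tolerance-bypass control. Compound pretreatment lasted 60 minutes before 18 h bead stimulation; EGFP/DsRed fluorescence read.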
S2 tox: reduces viability in counter-screen for ATXN expression inhibitors | AID 651635 | S2 cells (HEK-293 line with an ATXN2-luciferase reporter) viability, CellTiter-Fluor protease fluorescence, 24 h | 400,000 compounds, 0.49% hits | Potency, µM (top dose mostly 56.7 µM), hits mostly cytotoxic; also: potency is read from the fitted curve at half-maximal effect; nearly all actives have a fitted effect of over 40% in size
HepG2 viability: counter-screen for TGF-b inhibitors: cytotoxicity in HepG2 cells | HepG2 CAGA-GFP viability, ATP luminescence, 18 h | Potency, µM (series often up to 46.1 µM), for inactives: at the highest dose activity change, negative = cytotoxicity, actives largely listed as cytotoxic | 410,000 compounds, 0.76% hits | AID 588856; also: potency is read from the fitted curve at half-maximal effect; some results filed as inactive show a strong effect at the top dose
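CellTiter-Glo luminescence gave cytotoxicity after 18 hours at 37 degrees C. The cells were HepG2 CAGA-GFP in 1% FBS DMEM, stimulated with 500 pg/mL TGF-beta after compound addition. %Activity was normalised to no-cell wells (complete cell-killing) and DMSO (no toxicity), and curves were fitted and classified.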
EPAC2 agonist: agonists of human EPAC2 (RAPGEF4). Q8WZA2. EPAC2 activation, biochemical qHTS; response scale: 100% = 6.5 mM cAMP response. Potency, µM (series often up to 154 µM), inactives show at the highest dose activation, actives largely listed as activators. 360,000 compounds, 0.079% hits; also: potency is read from the fitted curve at half-maximal effect; nearly all actives have a fitted effect of over 50% in size
Target sequence (Q8WZA2 whole entry, looked up): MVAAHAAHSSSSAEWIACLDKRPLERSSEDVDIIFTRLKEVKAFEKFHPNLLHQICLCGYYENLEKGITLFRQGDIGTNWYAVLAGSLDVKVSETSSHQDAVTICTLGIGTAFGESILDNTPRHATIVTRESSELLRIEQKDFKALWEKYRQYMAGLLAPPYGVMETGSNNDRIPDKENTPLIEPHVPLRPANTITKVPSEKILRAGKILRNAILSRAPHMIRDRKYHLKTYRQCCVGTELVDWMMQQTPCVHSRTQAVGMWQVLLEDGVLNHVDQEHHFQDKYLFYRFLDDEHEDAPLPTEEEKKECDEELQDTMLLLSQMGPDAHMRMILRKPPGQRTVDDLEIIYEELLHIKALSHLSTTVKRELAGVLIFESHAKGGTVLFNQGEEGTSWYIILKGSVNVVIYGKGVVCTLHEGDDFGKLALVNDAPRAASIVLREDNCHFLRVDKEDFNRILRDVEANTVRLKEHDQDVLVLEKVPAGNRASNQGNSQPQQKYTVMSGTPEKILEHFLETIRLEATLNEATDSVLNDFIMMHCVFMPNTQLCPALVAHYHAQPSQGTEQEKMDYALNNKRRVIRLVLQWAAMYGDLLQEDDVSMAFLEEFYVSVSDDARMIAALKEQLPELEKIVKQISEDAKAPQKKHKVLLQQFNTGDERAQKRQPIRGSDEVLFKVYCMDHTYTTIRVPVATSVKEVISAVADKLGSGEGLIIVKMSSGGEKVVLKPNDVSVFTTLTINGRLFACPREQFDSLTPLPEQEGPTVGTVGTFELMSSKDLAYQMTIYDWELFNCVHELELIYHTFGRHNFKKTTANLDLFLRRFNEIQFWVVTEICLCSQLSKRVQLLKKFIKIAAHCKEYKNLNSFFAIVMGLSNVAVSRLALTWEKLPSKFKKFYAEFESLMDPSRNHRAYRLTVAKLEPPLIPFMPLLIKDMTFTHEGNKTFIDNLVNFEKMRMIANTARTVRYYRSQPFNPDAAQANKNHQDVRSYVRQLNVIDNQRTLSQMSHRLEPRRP
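Compounds were titrated in qHTS against a Rap1B-BODIPY-GDP (250 nM) complex with EPAC2 (100 nM) and GDP (50 uM). BODIPY-GDP release tracked at 480/540 nm over 30 min at room temperature, normalized to 6.5 mM cAMP.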
TGFb SMAD3 inh: TGF-b pathway inhibition; HepG2 CAGA-GFP TGF-b/SMAD3 reporter, GFP fluorescence, 18 h; TGF-beta stimulated, 500 pg/mL final; Potency, µM (doses to about 46.1 µM), for the others: at the top dose activity, negative = inhibition, actives largely listed as inhibitors; AID 588855; 410,000 compounds, 1.2% hits; also: potency is read from the fitted curve at half-maximal effect; % is scaled to controls: 0 for no effect and ±100 for the full control effect; nearly all actives have a fitted effect of over 65% in size
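Cell-based qHTS in HEPG2 carrying a CAGA-GFP Smad reporter; compounds added before 500 pg/mL final TGF-beta, 18 h incubation at 37 degrees C, GFP fluorescence quantified per cell by imaging cytometry.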
Nrf2 block: Nrf2 pathway inhibition; A549 ARE-Fluc reporter, luciferase luminescence, 18-24 h; Potency, µM (titrated, usually from 46 µM), inactives show top-dose activity change, negative = inhibition, usual class: inhibitors; 360,000 compounds, 2.1% hits; also: potency is read from the fitted curve at half-maximal effect; % is scaled to controls: 0 for no effect and ±100 for the full control effect; nearly all actives have a fitted effect of over 60% in size
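Quantitative HTS in A549 cells stably bearing an antioxidant response element-firefly luciferase construct. Inhibition of Nrf2-driven transcription was scored by luminescence after 18-24 h of compound exposure at 37 °C.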
A549 viability: A549 cytotoxicity, counter-screen for Nrf2 inhibitors | A549 ARE-Fluc cells, CellTiter-Fluor viability, 18-24 h | Potency, µM (top dose mostly 46 µM), without a hit: at the highest dose activity change, negative = cytotoxicity, actives largely listed as inhibitors | 390,000 compounds, 0.16% hits | AID 504648; also: potency is read from the fitted curve at half-maximal effect; % is scaled to controls: 0 for no effect and ±100 for the full control effect
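A549 ARE-Fluc cells in 5% FBS OPTI-MEM, 5000 cells/well, rested 2 h then exposed to compounds in concentration-response for 18-24 h at 37 °C. Viability by CellTiter-Fluor fluorescence (Ex 405/Em 525) after 30 min; luciferase luminescence (BugLite, 15 min, RT) read afterwards.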
ATXN2 expr inh: ATXN2 expression inhibition | HEK-293 ATXN2-luciferase reporter, luminescence, 24 h | Potency, µM (series often up to 57 µM), without a hit: at the highest dose activity change, negative = inhibition, most hits filed as inhibitors | 360,000 compounds, 0.72% hits; also: potency is read from the fitted curve at half-maximal effect; % is scaled to controls: 0 for no effect and ±100 for the full control effect; nearly all actives have a fitted effect of over 55% in size
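qHTS (up to 57 uM final) was run with 24 h compound exposure of reporter cells at 37 °C. Each well was multiplexed: SteadyGlo luminescence measured ATXN2-luciferase expression after a fluorogenic Gly-Phe-AFC viability readout (25 uM final).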
Nrf2 activator: Nrf2 pathway activation | AREc32 ARE-luciferase reporter (MCF7-derived line), luminescence, 24 h | Potency, µM (highest dose often 46.1 µM), for the others: at the highest dose activation, hits mostly activators | 410,000 compounds, 0.31% hits | AID 624171; also: potency is read from the fitted curve at half-maximal effect; % of control where 0% means no effect; nearly all actives have a fitted effect of over 65% in size
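AREc32 cells carrying an ARE-driven firefly luciferase, 1000 cells/well in OPTI-MEM with 5% FBS, dosed after overnight attachment and incubated 24 hr at 37 deg C. Steady-Glo luminescence read after 30 min at RT.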
An asterisk follows results filed as active; i = inactive; ? = inconclusive; nt = no result given; [ ] = dose if it differs, or a comment. Unless noted, calls follow the shape of the dose curve; as a rule, active = well fitted curve in the direction sought with a large enough effect; inconclusive = small, poorly fitted or top-dose-only effect, or another doubt; inactive = no such curve, though single readings can be large; an effect the other way counts as inactive or inconclusive. The order is random; 4.3% or so of the library scored in one or more.

Value order: TGFb SMAD3 inh	HepG2 viability	ATXN2 expr inh	Nrf2 block	IL2 activator	S2 tox	Nrf2 activator	EPAC2 agonist	A549 viability
O=C(NCc1csc(-c2cccs2)n1)c1ccsc1
→ 13%	-1%	42%[activator]	22%	-0.3	i	29%	4%	-6%
OC(COc1ccccc1)CN1CCN(C(c2ccccc2)c2ccccc2)CC1 (centres undefined)
→ 14µM*	-53%	-26%	-3%	-0.7	i	5.3%	26%	1%
COC(=O)c1ccccc1NC(=O)CSc1nc(Nc2ccccc2)nc(N2CCOCC2)n1
→ -24%	-60%	-23%	-17%	-5.2	i	3.4%	22%	2%
CC(NC(=O)c1ccc(NC(=O)CC2SC(N3CCCC3)=NC2=O)cc1)c1ccc(F)cc1 (centres undefined)
→ -4%	7%	0%	11%	0.5	i	-0.8%	5%	7%
O=C1c2ccccc2CN1C(CO)Cc1ccccc1 (centres undefined)
→ 4%	4%	-1%	1%	0.5	i	-0.6%	7%	-6%
O=C(CN(Cc1ccco1)C(=O)CCC(=O)Nc1ccccn1)NCc1ccccc1
→ 2%	2%	7%	-8%	-1.1	i	0.4%	3%	6%
O=C(NCCOc1ccccc1F)c1cccc(S(=O)(=O)N2CCN(c3ccccc3)CC2)c1
→ ?	-18%	-19%	4.6µM*	-3.9	i	2.2%	2%	-7%
Cc1noc(/C=C/N(C)C)c1S(=O)(=O)N1CCCC(C(=O)Nc2ccccc2F)C1 (centres undefined)
→ 4%	3%	2%	-30%	1.4	i	0.3%	-1%	1%
COc1cc2c(cc1OC)C(c1ccc(C)cc1)NC(=O)C2 (centres undefined)
→ 0%	-23%	22%	-9%	-0.4	i	4.2%	10%	0%
CCOC(=O)CC(=O)CSc1nc(-c2cccnc2)cc(C)c1C#N
→ -18%	4%	-2%	nt	1.1	i	4.3%	-3%	-5%
Cc1cc(C)c(S(=O)(=O)NCC23C=CC(O2)C2C(=O)N(c4ccccc4)C(=O)C23)c(C)c1 (centres undefined)
→ -20%	-81%	0%	0%	-1.2	i	-0.4%	8%	2%
O=C(c1ccc(S(=O)(=O)Cc2ccccc2Cl)c([N+](=O)[O-])c1)N1CCOCC1
→ ?	-36%	-9%	?	-2.6	i	?	3%	-10%
O=C(NNC(=O)c1ccccc1[N+](=O)[O-])c1ccccc1[N+](=O)[O-]
→ 3%	0%	-20%	3%	-0.4	i	0.0%	0%	9%
COc1ccc(C2CC(c3ccccc3C)n3nc(N)nc3N2)cc1 (centres undefined)
→ 28%	43%	5%	-15%	-0.5	i	0.2%	6%	7%
COc1ccccc1C(=O)C1CCCN(Cc2cccc(OCCO)c2)C1 (centres undefined)
→ -11%	3%	-3%	12%	-0.1	i	-1.3%	8%	0%

An excerpt from above in order of the Nrf2 block value, high to low:
SMILES | Nrf2 block
CC(NC(=O)c1ccc(NC(=O)CC2SC(N3CCCC3)=NC2=O)cc1)c1ccc(F)cc1 (centres undefined) | 11%
Cc1cc(C)c(S(=O)(=O)NCC23C=CC(O2)C2C(=O)N(c4ccccc4)C(=O)C23)c(C)c1 (centres undefined) | 0%
O=C(CN(Cc1ccco1)C(=O)CCC(=O)Nc1ccccn1)NCc1ccccc1 | -8%

The listing continues:
Value order: TGFb SMAD3 inh	HepG2 viability	ATXN2 expr inh	Nrf2 block	IL2 activator	S2 tox	Nrf2 activator	EPAC2 agonist	A549 viability
OC(COc1ccc(CN2CCCCO2)cc1)CN1CCCCC1 (centres undefined)
→ -6%	-6%	10%	4%	1.7	i	-0.6%	6%	1%
COc1cccc(-c2csc(N3CCN(C(=S)Nc4ccccc4OC)CC3)n2)c1
→ -26%	-12%	9%	-10%	-0.4	i	2.8%	17%	-2%
CC(C)(C)c1ccc(CC(=O)N2CCC2(C)C(=O)N2CCCCC2)cc1 (centres undefined)
→ 3%	-2%	0%	nt	0.0	i	0.1%[9.22 µM]	-2%	nt
CCN(CC)S(=O)(=O)c1ccc(-c2cn3ccc(C)cc3n2)cc1
→ 22%	-20%	nt	24%	-0.4	i	5.6%	-6%	-8%
COc1cc2c(cc1OC)C(c1ccccc1C(F)(F)F)CC(=O)N2 (centres undefined)
→ 3%	-14%	7%	?	0.3	i	0.0%	0%	-3%
COc1ccc(Cl)cc1S(=O)(=O)NCc1cccs1
→ -27%	-4%	8%	-13%	-0.2	i	2.4%	6%	-3%
COCCNC(=O)NC1(C(F)(F)F)Oc2ccc(Cl)cc2O1 (centres undefined)
→ -11%	-51%	-17%	14%	-2.7	i	18%	4%	-16%
CCOC(=O)c1ccccc1Oc1c(F)c(F)nc(NCCO)c1F
→ -5%	-3%	-19%	?	-1.9	i	-0.1%	1%	-6%
O=C(NC1CCSc2ccccc21)c1cccc([N+](=O)[O-])c1 (centres undefined)
→ -7%	-18%	13%	15%	-1.6	i	-0.1%	6%	3%
NC(=O)Cn1nc([N+](=O)[O-])nc1Oc1ccccc1C(=O)N1CCOCC1
→ 5%	8%	-24%	10%	0.6	i	0.0%	10%	-7%
COC(C[C@H](O)C[C@@H](O)[C@H](C)OCc1ccccc1)OC
→ -1%	-2%	-4%	0%	0.3	i	0.1%	8%	-5%
Cc1ccc(C(=O)N[C@H](C(=O)NC2CCCCCCC2)C(C)C)cc1
→ 14%	8%	2%	0%	0.3	i	0.4%	6%	1%
CC1(NC(=O)N2CCOCC2)CCS(=O)(=O)C1 (centres undefined)
→ 6%	-4%	2%	-5%	-1.0	i	-0.4%	1%	2%
Cc1ccccc1N1C(=O)CSC1=C(C#N)C#N
→ 18%	7%	-25%	-17%	0.3	i	0.2%	-4%	-9%
CCN(CC)S(=O)(=O)c1cccc(C(=O)NCC2CCCO2)c1 (centres undefined)
→ -2%	-2%	6%	11%	-0.1	i	0.4%	-1%	5%

(list continues)
Value order: TGFb SMAD3 inh	HepG2 viability	ATXN2 expr inh	Nrf2 block	IL2 activator	S2 tox	Nrf2 activator	EPAC2 agonist	A549 viability
N#CC(Sc1ccccn1)c1ccc(Cl)cc1Cl (centres undefined)
→ -24%	-20%	-25%	-19%	-0.7	i	2.7%	21%	1%
CCc1ccccc1NC(=S)N(CCN(C)C)C(C)c1ccccn1 (centres undefined)
→ -26%	4%	-1%	nt	-2.3	i	-0.8%	5%	-2%
CSc1ccc(CCNC(=O)c2c(C)oc3ncn(C)c(=O)c23)cc1
→ ?	4%	-3%	-28%	nt	i	0.6%	nt	0%
CCn1c(CSc2nnc(-c3ccncc3)n2C)nc2cc(C(=O)O)ccc21
→ ?	-7%	2%	10%	2.7	i	0.2%	1%	0%
C=CCn1c(C23CC4CC(CC(C4)C2)C3)n[nH]c1=S
→ -3%	-5%	2%	-10%	-0.8	i	3.5%	0%	6%
Cc1c(C(=O)N(C)C)sc2c1c(=O)n(-c1ccc(F)cc1)c(=O)n2CC(=O)N(C)c1ccccc1
→ 10%	6%	4%	nt	nt	i	0.5%	nt	-2%
COc1ccccc1/C=C/C(=O)Nc1ccc2c(c1)OCCO2
→ -20%	8%	65%[activator]	?	-0.7	i	1.9%	2%	-16%
CCCN(C)C1CN(Cc2cn(CCCC(=O)OC)nn2)S(=O)(=O)C1 (centres undefined)
→ nt	nt	20%	nt	0.8	i	-0.8%	0%	nt
CCOc1ccc(C(=O)Nc2c3c(nn2-c2cccc(Cl)c2)CS(=O)C3)cc1 (centres undefined)
→ ?	-4%	3%	9%	-2.2	i	0.1%	7%	0%
COc1ccc(S(=O)(=O)Nc2cccc(-n3cnnn3)c2)cc1OC
→ -1%	9%	-3%	7%	-1.1	?	6.8%	-2%	-1%
O=C(c1ccccc1F)N1CCN(S(=O)(=O)c2ccc(S(=O)(=O)N3CCCCC3)cc2)CC1
→ 0%	-2%	6%	-9%	-2.8	i	-0.1%	-6%	-4%
CCOC(=O)c1c(P(=O)(N2CCOCC2)N2CCOCC2)noc1N
→ 14%	16%	6%	-6%	-0.3	i	0.3%	1%	-8%
COc1ccc(S(=O)(=O)NC2CCCCC2)cc1C(=O)N1CCCCC1
→ -26%	-18%	-5%	-7%	-0.1	i	-0.5%	7%	-11%
CCOC(=O)c1sc(NC(=O)c2cccnc2)c(C#N)c1C
→ 30%	-4%	4%	10%	0.5	i	2.0%	4%	0%
Cc1cc(C)cc(NC(=O)COC(=O)CCC2CCCC2)c1
→ -3%	-15%	-6%	-2%	0.8	i	-0.3%	9%	10%
COc1ccc2cc(C(=O)C3CCCN(Cc4cnc(C)s4)C3)ccc2c1 (centres undefined)
→ -25%	-14%	?	?	-3.1	i	-0.5%	22%	8%
Cc1ccc(-c2noc(C3CCCN(S(=O)(=O)c4ccc5ccccc5c4)C3)n2)o1 (centres undefined)
→ -17%	-57%	1%	?	-1.6	i	0.2%	13%	-4%

Entries of single compounds as entered above. Order of screens: TGFb SMAD3 inh, HepG2 viability, ATXN2 expr inh, Nrf2 block, IL2 activator, S2 tox, Nrf2 activator, EPAC2 agonist, A549 viability
COc1ccc2cc(C(=O)C3CCCN(Cc4cnc(C)s4)C3)ccc2c1 (centres undefined) across the screens: -25%, -14%, ?, ?, -3.1, i, -0.5%, 22%, 8%
O=C(c1ccccc1F)N1CCN(S(=O)(=O)c2ccc(S(=O)(=O)N3CCCCC3)cc2)CC1 across the screens: 0%, -2%, 6%, -9%, -2.8, i, -0.1%, -6%, -4%

Assay outcomes from PubChem BioAssay.
